Source: PubChem BioAssay
PLCb3 inh = PLC-beta3 (human) inhibition, primary screen; Q01970; Purified PLC-beta3, fluorogenic substrate, fluorescence; inhibition, % at 12.2 µM; 370,000 compounds, 0.18% hits; in the data active means inhibition above about 11%;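 further: 0% = median of compound wells on plate and 100% = full blocker control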
MBD2 inh = MBD2-methylated oligo binding inhibition. TR-FRET, MBD2 binding to methylated oligonucleotide. inhibition, % at 4.4 µM. Q9UBB5. 370,000 compounds, 0.31% hits; in the data active means inhibition above about 13%
Target sequence (Q9UBB5 whole entry, looked up): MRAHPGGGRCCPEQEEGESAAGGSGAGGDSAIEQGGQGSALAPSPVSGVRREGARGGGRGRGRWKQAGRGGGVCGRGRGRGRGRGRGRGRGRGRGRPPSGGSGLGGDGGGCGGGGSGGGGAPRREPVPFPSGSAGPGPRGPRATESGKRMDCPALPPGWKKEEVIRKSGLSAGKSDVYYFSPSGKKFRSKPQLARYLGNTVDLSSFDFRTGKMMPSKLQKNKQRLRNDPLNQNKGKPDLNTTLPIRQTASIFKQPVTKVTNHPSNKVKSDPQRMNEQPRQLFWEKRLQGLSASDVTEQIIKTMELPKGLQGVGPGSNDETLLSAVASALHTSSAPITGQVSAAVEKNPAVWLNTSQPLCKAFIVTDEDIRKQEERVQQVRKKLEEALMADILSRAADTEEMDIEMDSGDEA
DDE Tn7 FP inh = inhibitors of Tn7 peptide binding to human fibrin DD(E) | P02675 | FP displacement of FITC-Tn7 peptide from fibrin DD(E); 0% = median of compound wells per plate | inhibition, % at 8.3 µM | 370,000 compounds, 0.13% hits | AID 720508;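 active means inhibition above the mean of compounds falling within the control limits plus 3 SD of them, cut at about 14% in these data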;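 further: 0% = plate median of compound wells and 100% = 10 µM Aha-Tn7 peptide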
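system = human fibrin DD(E) protein | quantity = DD(E) 2 µM final | medium = Tris/NaCl/CaCl2 buffer, pH 7.8 | also added = labelled Tn7 tracer, 0.1 µM | compound dosing = single point at 8.3 µM | timing = compound with protein 10 min, then 3 h after probe, room temperature | signal = FP measurement | benchmarks = Aha-Tn7 high control | repeats = one replicate per compound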
ASAP1 inh = blocks human ASAP1-stimulated Arf1 GTP hydrolysis. Q9ULH1. GDP FP detection. inhibition, % at 16.5 µM. 360,000 compounds, 0.19% hits. AID 624377; in the data active means inhibition above about 25%;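 further: 0% = vehicle with enzyme and substrate and 100% = no enzyme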
Tn6 DDE FP = disrupts Tn6 cyclic peptide binding to fibrin D-Dimer-E complex; Fibrin DD(E) TRITC-Tn6 fluorescence polarization displacement; inhibition, % at 8.3 µM; 370,000 compounds, 0.21% hits; AID 720509;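 active means inhibition above a per-campaign cutoff: mean of compounds within control limits plus 3 SD, cut at about 15% in these data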;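 further: 0% = median of all compound wells on the plate and 100% = blocking peptide control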
ADAM17 inh = inhibitors of human ADAM17; P78536; recombinant ADAM17, EDANS/DABCYL FRET peptide cleavage; inhibition, % at 6.95 µM; 370,000 compounds, 0.83% hits; AID 720648;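 active means inhibition above the mean of compounds lying between control limits plus 3 SD, set per campaign, cut at about 8.5% in these data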;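 further: 0% = DMSO-only wells as the low control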
ARFGAP1 inh = rat ARFGAP1 inhibition; Q62848; Arfgap1-stimulated ARF1 GTP hydrolysis, GDP FP detection; inhibition, % at 16.5 µM; 360,000 compounds, 0.26% hits;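 active means inhibition above a per-plate limit, mean inhibition of low control wells plus 3 SD, cut at about 25% in these data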;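 further: 0% = DMSO wells with enzyme and 100% = wells lacking Arfgap1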
Target sequence (Q62848 1-136 limits assumed): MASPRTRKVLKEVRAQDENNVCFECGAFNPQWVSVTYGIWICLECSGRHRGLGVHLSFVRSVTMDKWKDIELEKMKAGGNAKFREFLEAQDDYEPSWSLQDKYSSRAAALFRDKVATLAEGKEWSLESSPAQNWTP
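Material: rat Arfgap1 catalytic domain, aa 1-136; also added: human ARF1(Δ1-17)-GTP substrate; compound dosing: one concentration, 16.5 µM, DMSO 1.26%; incubation: GTP hydrolysis reaction 2 h at 25 °C; measured by: Tracer-displacement fluorescence polarization with EDTA stop, 620/688 nm; evaluation: % inhibition from polarization; repeats: one replicate per compound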
UHRF1 MBD2 ctr = blocks human UHRF1 binding to methylated DNA; Q96T88; UHRF1 binding to methylated oligo, TR-FRET; inhibition, % at 4.4 µM; 370,000 compounds, 0.75% hits; AID 687016; in the data active means inhibition above about 21%;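 further: UHRF1 SRA domain binding a hemimethylated CpG hairpin DNA probe; 0% = median of test compound wells and 100% = reference inhibitor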
PLC-gamma1 inh = inhibitors of human phospholipase C gamma1 | P19174 | purified PLC-gamma1, fluorogenic substrate, fluorescence | inhibition, % at 12.2 µM | 370,000 compounds, 0.84% hits; in the data active means inhibition above about 9.5%
KLK7 zymogen act = activators of human kallikrein-7 zymogen; 370,000 compounds, 0.9% hits; purified proKLK7, EDANS-DABCYL substrate fluorescence; 100% is mature enzyme control, 0% vehicle; P49862; AID 652039; activation, % at 7 µM;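 active means activation above the mean of all tested compounds plus 3 SD, computed per campaign excluding outliers beyond control limits, cut at about 13% in these data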
Target sequence (P49862 whole entry, looked up): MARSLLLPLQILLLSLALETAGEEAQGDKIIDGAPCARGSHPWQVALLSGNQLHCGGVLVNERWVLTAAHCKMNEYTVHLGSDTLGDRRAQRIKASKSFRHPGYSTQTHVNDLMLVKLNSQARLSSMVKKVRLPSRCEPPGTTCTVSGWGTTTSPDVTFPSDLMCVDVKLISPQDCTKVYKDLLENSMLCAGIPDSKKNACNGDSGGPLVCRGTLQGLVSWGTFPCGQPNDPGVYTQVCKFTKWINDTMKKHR
Starred values were filed as active, the others as inactive; x = no result given. Rows are unselected; 4.1% or so of the library scored in one or more.

SMILES	PLCb3 inh	MBD2 inh	DDE Tn7 FP inh	ASAP1 inh	Tn6 DDE FP	ADAM17 inh	ARFGAP1 inh	UHRF1 MBD2 ctr	PLC-gamma1 inh	KLK7 zymogen act
O=C(C1CCCC1)N1CCN(S(=O)(=O)c2ccc(F)cc2)CC1	-2.7	-1.6	7.2	-2.3	2.4	-2.5	4.7	20.1	0.1	0.1
CC(O)[C@H]1CNCCN1CCc1cccc(F)c1 (stereo partly specified)	0.5	0.9	-0.9	1.3	4.7	-0.7	1.5	-2.9	1.9	0.5
Cc1ccc(/C=C(\NC(=O)c2ccc(C)cc2)c2nc(=S)[nH][nH]2)cc1	-3.5	-8.1	-5.4	5.3	-5.1	4.9	7.1	-1.4	-1.1	-0.5
CCc1nc(N2CCN(C(C)=O)CC2)c(C#N)c2c1COC(C)(C)C2	-112.9	4.5	1.0	3.6	1.9	-143.2	5.0	3.1	-80.9	2.5
CCC(CC)C(=O)c1c[nH]c(C(=O)NCC2CCCO2)c1 (stereo unspecified)	0.2	-3.8	3.2	-7.0	9.9	-2.8	3.7	-0.9	2.9	0.5
O=C(NCc1ccccc1)c1cc(C2CCCCN2C(=O)CCCc2ccccc2)on1 (stereo unspecified)	0.7	-2.8	0.7	-3.8	-6.3	2.9	9.8	0.5	1.5	0.3
O=C(Cc1cnc2ncnn2c1)N1CCc2c([nH]c3ccccc23)C1c1ccccc1F (stereo unspecified)	-6.9	5.3	6.0	11.5	-0.2	-6.3	-1.2	1.8	2.1	0.8
CCCNC(=S)N(Cc1ccccc1)Cc1nc2ccccc2c(=O)[nH]1	-9.3	0.2	-7.8	7.8	-4.6	-85.0	-3.2	6.3	19.6*	1.7
O=C(Nc1ncccc1O)c1ccc(S(=O)(=O)N2CCCCCC2)cc1	-1.5	-6.2	-0.1	-11.1	4.5	0.8	1.2	-2.2	-1.2	0.5
COc1ccccc1C(=O)Nc1cc(-c2ccc(C)cc2)no1	-2.2	6.8	-7.6	5.4	-6.3	2.0	13.1	-0.1	-0.5	0.4
Cc1ccc(S(=O)(=O)Cn2nnnc2CN(Cc2ccco2)CC2CCCO2)cc1 (stereo unspecified)	1.8	-0.8	1.8	-1.8	6.1	-4.1	-12.6	0.7	-0.7	0.5
CCC1CCCCN1S(=O)(=O)c1c(C)n(C)c(=O)n(C)c1=O (stereo unspecified)	-3.6	-1.3	-10.1	-5.7	8.0	-2.8	4.6	-2.0	-1.7	0.0
CCCCNC(=O)c1onc(CSc2cccc(Cl)c2)c1C(=O)O	-11.2	2.7	-4.4	-10.4	0.6	-1.7	-3.8	2.7	-3.1	-0.2
Fc1cccc(Nc2ncnc3sc4c(c23)CCC4)c1	2.7	-6.4	-5.3	3.3	-8.9	3.9	4.1	-1.6	1.0	0.2
NC(=O)COc1ccccc1C1=NO[C@@](CC(=O)O)(C(=O)Nc2ccc3c(c2)OCCO3)C1	-5.8	0.3	0.7	-2.0	-2.1	-1.8	-6.1	-0.4	-2.0	0.0
CCN(CC)S(=O)(=O)c1cccc(C(=O)N[C@H](C(=O)OCC(=O)NC(=O)NC)C(C)C)c1	0.3	-3.0	-2.2	12.4	-4.0	-2.7	8.6	-1.4	3.2	0.5
CN1C/C(=C/c2ccccc2)N2C(=O)C[C@@H](c3ccccc3)N=C12	-7.6	-0.5	0.5	x	-5.9	-3.0	x	-0.5	-10.0	0.2
CCOC(=O)c1sc(NC(=O)c2ccc(S(=O)(=O)N3CCCCCC3)cc2)nc1-c1ccccc1	1.5	-3.9	-6.9	2.6	-0.1	3.1	0.6	-0.8	1.0	-0.5
CC(=O)Nc1ccc(C(=O)NNC(=O)CCCCC(=O)NNC(=O)c2ccc(NC(C)=O)cc2)cc1	-7.6	0.4	-4.0	-4.3	-11.3	-2.2	-5.5	16.0	0.2	0.1
O=C(CN1C(=O)NC2(CCCC2)C1=O)NCCC1=CCCCC1	0.7	-3.5	-1.2	2.1	1.0	-3.5	-2.7	1.7	0.1	0.1
COC(=O)Nc1cccn(Cc2c(Cl)cccc2Cl)c1=O	-4.0	1.2	3.5	2.9	-2.2	-1.9	-1.5	-0.4	0.8	-0.4
COc1ccc(C(c2nnnn2Cc2cccs2)N2CCN(c3ccc(F)cc3)CC2)cc1OC (stereo unspecified)	3.6	-4.4	4.1	-0.9	1.0	1.2	3.5	-0.1	1.6	0.4
Cc1ccccc1CN1C(=O)CN(S(C)(=O)=O)CC1(C)C(=O)NC(C)C (stereo unspecified)	4.0	-6.0	-9.9	7.2	0.3	0.6	-0.7	-0.1	1.9	0.8
COc1cc(C2CC(=O)c3cnc(NC(C)=O)nc3C2)cc(OC)c1OC (stereo unspecified)	0.1	-4.5	2.2	-3.4	-1.7	-6.6	10.4	1.5	2.3	-0.1
O=C(CCc1ccccc1)Nc1nnc(-c2ccc3c(c2)OCCO3)o1	-8.6	4.3	-3.1	-1.9	-1.9	-5.8	1.8	2.0	-3.3	-0.3

The list goes on, overlapping the part above by three compounds.
SMILES	PLCb3 inh	MBD2 inh	DDE Tn7 FP inh	ASAP1 inh	Tn6 DDE FP	ADAM17 inh	ARFGAP1 inh	UHRF1 MBD2 ctr	PLC-gamma1 inh	KLK7 zymogen act
Cc1ccccc1CN1C(=O)CN(S(C)(=O)=O)CC1(C)C(=O)NC(C)C (stereo unspecified)	4.0	-6.0	-9.9	7.2	0.3	0.6	-0.7	-0.1	1.9	0.8
COc1cc(C2CC(=O)c3cnc(NC(C)=O)nc3C2)cc(OC)c1OC (stereo unspecified)	0.1	-4.5	2.2	-3.4	-1.7	-6.6	10.4	1.5	2.3	-0.1
O=C(CCc1ccccc1)Nc1nnc(-c2ccc3c(c2)OCCO3)o1	-8.6	4.3	-3.1	-1.9	-1.9	-5.8	1.8	2.0	-3.3	-0.3
COC(=O)c1ccccc1NC(=S)NC(=O)c1ccccc1F	-0.5	-1.9	-5.1	-1.2	4.9	-2.2	-4.5	-3.5	1.8	0.3
COc1cc2c(cc1OC)C(C(N)=O)NCC2 (stereo unspecified)	-369.1	-0.2	8.8	1.9	3.4	-81.7	-15.8	-0.3	-284.1	54.4*
COc1ccc(Nc2nnc(SC(C(=O)Nc3cc(C)ccc3C)c3ccccc3)s2)cc1 (stereo unspecified)	3.3	-2.8	0.2	1.9	-2.9	1.0	-15.1	0.7	5.4	-0.1
CC(C)Nc1nc(NC(C)C)nc(C(N)=O)n1	3.2	2.3	1.5	1.1	-9.7	-3.5	7.2	5.6	-0.5	0.0
C#CCOCCOCCOCCNc1nc(N2CCN(C(=O)Cn3cc(CCO)nn3)CC2)nc(N2CCN(C(=O)Cn3cc(CC(C)O)nn3)CC2)n1 (stereo unspecified)	1.3	-1.1	0.5	-4.4	0.0	-5.4	-8.6	-3.2	1.0	0.5
COc1cc2[nH]c(=O)n(CCC(=O)NC3CCN(Cc4ccccc4)CC3)c(=O)c2cc1OC	0.5	7.5	-4.5	-4.1	1.7	-6.9	-3.7	-2.6	1.9	-1.3
CCN(CC)S(=O)(=O)c1ccc(N=Nc2c(N)[nH]c(=O)[nH]c2=O)cc1	-11.3	2.3	-0.3	6.1	0.8	-4.4	3.7	5.4	-2.0	0.8
CSCCC(NC(=O)c1ccc(Cl)cc1)C(=O)OCC(=O)N1CCCC1=O (stereo unspecified)	1.4	0.7	2.2	0.2	1.8	-3.3	-7.7	-1.7	3.9	-0.5
N#C/C(=C\c1cccc(Oc2ccc(C(F)(F)F)cc2[N+](=O)[O-])c1)c1nc2ccccc2[nH]1	-39.5	-7.6	0.2	3.1	-3.5	-3.8	-1.8	-3.2	-33.6	0.1
O=C(NC1CCCc2ccccc21)c1cc(Cl)ccn1 (stereo unspecified)	-5.1	-3.0	-6.0	-15.1	-1.5	2.2	-1.7	-0.6	1.4	-0.5
CC(Nc1nc(-c2ccc(F)cc2)cs1)c1nc2cc(C(F)(F)F)ccc2n1CCCO (stereo unspecified)	-3.6	5.8	-6.1	3.4	-0.1	5.8	12.3	2.8	-0.9	-0.4
CCCC(C)NC(=O)COC(=O)c1cccc(NS(C)(=O)=O)c1 (stereo unspecified)	-13.4	6.5	7.0	8.2	-4.9	-6.9	5.5	0.6	8.7	-0.2
Cc1ccsc1C(=O)N1CCC1(C)C(=O)NS(=O)(=O)c1cccc(F)c1 (stereo unspecified)	2.5	1.4	1.1	-4.0	1.4	-3.5	-2.0	-0.9	2.3	-0.6
COCCCn1c(=O)c2ccccc2n(CC(=O)NC2CCCCC2)c1=O	-3.4	0.8	-2.8	15.2	-7.0	-3.1	-3.2	0.5	-0.1	0.6
Nn1c(Cc2cccc3ccccc23)nnc1SCn1nnc2ccccc2c1=O	0.8	-1.0	6.1	9.2	-8.1	-0.4	-5.0	2.0	8.4	0.0
CCCS(=O)(=O)N1CCC(C(=O)NCCN2CCCC2)CC1	-0.9	0.0	-4.0	-5.5	0.5	-0.9	-8.0	-1.6	-2.1	0.5
CC1=C(C(=O)Nc2cccc(C(=O)NCc3ccc(F)cc3)c2)SCCO1	-5.7	-2.0	3.1	-3.2	-7.1	0.0	8.8	0.2	1.2	-1.0
Cn1cc(Cc2ccc(C(=O)N3CCCCC3)cn2)c2ccccc21	-9.8	2.0	0.1	6.8	2.7	-5.8	-0.1	-0.1	-9.1	2.3
C=CCC(NC(C)c1ccccc1)c1ccco1 (stereo unspecified)	2.4	2.8	-9.7	-6.1	-2.6	-1.2	14.3	-0.8	1.8	-0.5
COc1cc2c(cc1OC)CN(C1CCCN(Cc3cc(Cl)ccc3O)C1)CC2 (stereo unspecified)	-137.8	3.9	2.2	1.2	1.2	-34.7	-1.9	-0.9	-110.7	11.8
CN(Cc1ccc(Cl)cc1)C(=O)c1ccccc1SCC(=O)N1CCCC1	-0.7	-7.2	9.0	-8.5	2.0	-0.7	-20.8	-0.8	-0.9	-0.3
COCCCn1c(=O)cc(C)[nH]c1=S	-5.3	0.7	6.5	1.8	-4.7	-1.9	11.4	2.7	-1.9	0.4
Cc1cc(-n2c(SCC(=O)NCc3cccs3)nc3n[nH]c(C)c3c2=N)ccc1Cl	0.0	-6.8	-5.8	-3.3	5.1	3.0	4.0	-0.8	1.8	-0.2
Cc1nnc(SCc2ccccn2)n(N)c1=O	-4.7	-2.1	-1.1	-4.6	0.8	-2.3	-4.6	0.5	1.1	0.1
Cc1ccc(NC(=O)CSc2ccc3nnc(-c4ccccn4)n3n2)cc1	-7.2	0.3	1.8	-2.1	6.2	1.8	-0.8	0.0	-0.2	0.1
CCn1nc(CC(=O)Nc2ccc(-n3cnnn3)c(C)c2)c2ccccc2c1=O	-1.9	2.0	4.6	-3.2	2.7	-3.7	-1.2	0.0	-0.5	-0.2
CS(=O)(=O)N1CCC[C@]2(CC[C@@H](CCC#N)O2)C1	2.2	-4.6	-2.2	x	5.5	-0.3	x	0.4	-0.5	0.5
